RMI FANCM FP: inhibitors of human RMI core complex binding to FANCM MM2 | Fluorescence polarization, RMI core complex with F-MM2 peptide; hits give low values | FP signal (polarization) at 33 µM | 70,000 tested, 0.58% active; in the data active means FP signal below about 40; further: inactives centre near 61; strong numbers were not always called active; unit not given here
Starred values were filed as active, the others as inactive; & = joins results of further samples.

Start of the listing, in advance, 6 compounds:
entry	RMI FANCM FP	Molecule
1	54	O/N=C1\CCCc2nnc3c(c21)CCCC3
2	112	Cc1ccc(C)c(NC(=O)Cc2csc(NC(=O)Nc3cccc(Cl)c3)n2)c1
3	64	O=C(NNC(=O)c1ccc(F)cc1F)c1ccc(=O)n(Cc2ccc(Cl)cc2)c1
4	74	COc1ccc(S(=O)(=O)NCC2CCN(Cc3ccco3)CC2)cc1OC
5	87&72	NC(CCc1ccccc1Cl)c1ccc2c(c1)OCCO2 (stereo unspecified)
6	52	Cc1cccc(S(=O)(=O)N2CCC(Cc3ccccc3)CC2)c1

The list itself, from the first entry:
entry	RMI FANCM FP	Molecule
1	54	O/N=C1\CCCc2nnc3c(c21)CCCC3
2	112	Cc1ccc(C)c(NC(=O)Cc2csc(NC(=O)Nc3cccc(Cl)c3)n2)c1
3	64	O=C(NNC(=O)c1ccc(F)cc1F)c1ccc(=O)n(Cc2ccc(Cl)cc2)c1
4	74	COc1ccc(S(=O)(=O)NCC2CCN(Cc3ccco3)CC2)cc1OC
5	87&72	NC(CCc1ccccc1Cl)c1ccc2c(c1)OCCO2 (stereo unspecified)
6	52	Cc1cccc(S(=O)(=O)N2CCC(Cc3ccccc3)CC2)c1
7	53	CC(=O)c1ccc(C(=O)Oc2ccc3nc(N4CCCCC4)sc3c2)cc1
8	59	COc1ccc(-n2nnnc2/C=C\Nc2ccccc2C)cc1
9	71	COc1ccccc1-c1nnc2ccc(OCCNC(=O)c3c(F)cccc3F)nn12
10	117	COC(C(=O)N1N=C(c2ccco2)CC1c1cn(-c2ccccc2)nc1-c1cccs1)c1ccccc1 (stereo unspecified)
11	63	CC1(C)COc2ccc(NC(=O)CCC3CCCC3)cc2NC1=O
12	55	Cc1ccc(Cl)cc1NC(=O)Cc1cc(-c2cccs2)on1
13	57	Cc1ccn2c(=O)c(NC(=O)C(F)(F)F)c(C)nc2c1
14	59	Nc1ncnc2c1ncn2[C@@H]1O[C@H](COP(=O)(O)CP(=O)(O)OP(=O)(O)O)[C@H](O)C1O (stereo partly specified)
15	62	O=C(c1ccccc1Cl)N1CCC(c2nnc(-c3ccco3)s2)CC1
16	58	CC(=O)n1nc(C)c(S(=O)(=O)N2CCc3ccccc3C2)c1C
17	62	CN1C2CCC1CC(NC(=O)Nc1ccc(Cl)cc1)C2 (stereo unspecified)
18	63	COc1c2ccoc2cc2oc(C)cc(=O)c12
19	54	CCCCc1ccc(N=Nc2c(O)ccc3ccccc23)cc1
20	61	Cc1noc(NS(=O)(=O)c2ccc(NC(=O)c3cnc4scc(C)n4c3=O)cc2)c1C
21	61	Cc1ccc(/C=C(\C#N)C(=O)Nc2ccccc2I)o1
22	58	Cc1ccc(-c2ccc(S(=O)(=O)NCCc3ccccc3)cc2)cc1
23	55	CC(C)(C)OC(=O)N1CCN(c2ccc(NS(=O)(=O)c3ccc(Cl)cc3)cn2)CC1
24	54	Cc1nc(-c2ccccn2)nc(N2CCOCC2)c1Cl
25	54	O=C1NC(=O)c2cc([N+](=O)[O-])c(Sc3c(Cl)cccc3Cl)cc21
26	67	COc1ccc(-c2csc(-n3nc(C)cc3N)n2)cc1
27	66	Cc1ccccc1Cn1cnc2c(cnn2CCNC(=O)c2ccc(S(=O)(=O)N3CCOCC3)cc2)c1=O
28	60	N/C(=N/OC(=O)c1ccc(Cl)cc1)C1CSCCS1 (stereo unspecified)
29	59	O=C(CN1C(=O)CCC1=O)Nc1nc(-c2ccc3c(c2)CCCC3)cs1
30	58	O=C(CCS(=O)(=O)c1ccc(Cl)cc1)N(Cc1ccccn1)c1nc2ccccc2s1

The closing 6 entries of the part before come first, to join the parts.
entry	RMI FANCM FP	Molecule
25	54	O=C1NC(=O)c2cc([N+](=O)[O-])c(Sc3c(Cl)cccc3Cl)cc21
26	67	COc1ccc(-c2csc(-n3nc(C)cc3N)n2)cc1
27	66	Cc1ccccc1Cn1cnc2c(cnn2CCNC(=O)c2ccc(S(=O)(=O)N3CCOCC3)cc2)c1=O
28	60	N/C(=N/OC(=O)c1ccc(Cl)cc1)C1CSCCS1 (stereo unspecified)
29	59	O=C(CN1C(=O)CCC1=O)Nc1nc(-c2ccc3c(c2)CCCC3)cs1
30	58	O=C(CCS(=O)(=O)c1ccc(Cl)cc1)N(Cc1ccccn1)c1nc2ccccc2s1
31	51	COc1ccc(SCCC(=O)Nc2nc(-c3ccc([N+](=O)[O-])cc3)cs2)cc1
32	63	CC(=O)Nc1ccc(OCCCNC(=O)c2c(-c3ccccc3)noc2C)cc1
33	60	Cc1ccc(-n2ncc3c(N(CCO)CCO)ncnc32)cc1Cl
34	59	C#CCn1c(C2CC(=O)N(c3cc(Cl)ccc3C)C2)nc2ccccc21 (stereo unspecified)
35	59	O=C1NCCCCC1Nc1ccc(N2C(=O)C3C4C=CC(C4)C3C2=O)cc1[N+](=O)[O-] (stereo unspecified)
36	52	Cc1ccc([N+](=O)[O-])cc1NC(=O)C(=O)NCCCN1CCCC1=O
37	52	O=c1oc2c3ccccc3c3oc(=O)sc3c2s1
38	69	CC(C)N1CCC(CNC(=O)c2c(F)cccc2F)CC1
39	72	CN(C)c1ccc(CCNC(=O)c2c(F)cccc2Cl)cc1
40	50	CCOC(=O)c1ccc(NC(=O)/C(C#N)=C/c2ccc(-c3ccccc3Br)o2)cc1
41	68	Cc1ccc(/C=C/S(=O)(=O)NCCCn2nc(-c3ccccc3)ccc2=O)cc1
42	58	O=C(CSc1ccc(Cl)cc1)Nc1nnc(-c2cccc([N+](=O)[O-])c2)s1
43	50	CN(C)C(CNC(=O)C(=O)Nc1ccc2c(c1)OCCO2)c1ccco1 (stereo unspecified)
44	61	CSc1[nH]c(=O)[nH]c(=O)c1C#N
45	59	CC1=C(C(N)=O)C(c2ccccc2Cl)n2ncnc2N1 (stereo unspecified)
46	135	COc1ccc2nc(-c3ccc(NC(=O)Cc4ccc(Cl)cc4)cc3)cn2n1
47	55	N#Cc1ccsc1NC(=O)c1ccc2c(c1)CCO2
48	57	O=S(=O)(c1ccc(Oc2nnc(-c3ccccc3)c3ccccc23)cc1)c1ccc(Oc2nnc(-c3ccccc3)c3ccccc23)cc1
49	64	O=C(O)c1ccc(-c2ccccc2)[nH]c1=O
50	53	CC(C)(C)S(=O)(=O)Cc1noc(-c2ccc(F)cc2Cl)n1
51	54	CCCc1nnc(SCC(=O)Nc2ccccc2C(F)(F)F)n1-n1cccc1
52	65	O=C(c1cccs1)N1CCOC(c2ccccc2)C1 (stereo unspecified)
53	71	Cc1ccc2c(c1)N(C)C(=O)c1cc(NC(=O)CCC3CCCC3)ccc1O2
54	60	COc1ccc(N2CCN(C(=O)C(=O)Nc3ccc(C(F)(F)F)cc3)CC2)cc1
55	60	O=C(NCc1ccc2[nH]c3c(c2c1)CCCC3)C(=O)c1cn(CC(=O)N2CCCC2)c2ccccc12
56	56	O=C(Nc1ccc2sccc2c1)C1CCN(S(=O)(=O)c2ccc(Cl)s2)CC1
57	55&46	CCCCCCSc1ncn[nH]1
58	59	Cc1nc(C)c(-c2ccc(SCC(=O)N3CCCc4ccccc43)nn2)s1
59	65	COC(=O)C(C)C[N+](C)(C)C (stereo unspecified)
60	69	CCN1CCc2nc(NC(=O)c3ccc(Cl)s3)sc2C1
61	49	CCOC(=O)N1CCN(Cc2nc3c(c(=O)n(C)c(=O)n3C)n2C(C)C(C)=O)CC1 (stereo unspecified)
62	66	CS(=O)(=O)N1CCCC(C(=O)Nc2nc3c(s2)CCCC3)C1 (stereo unspecified)
63	60	O=C(Cn1c(-c2cccnc2)nc2ccccc21)NCC1CCCO1 (stereo unspecified)
64	54	O=C1COCC(=O)N1CCc1c[nH]c2ccccc12
65	76	N#Cc1nc(-c2ccc(S(=O)(=O)N3CCCC3)cc2)oc1NCc1ccc2c(c1)OCO2
66	62	CCN(CC)S(=O)(=O)c1ccc(C(=O)Nc2nc(-c3ccc4c(c3)CCCC4)cs2)cc1
67	64	COC(=O)c1scc(-c2ccc(C)cc2)c1S(=O)(=O)Nc1ccc(F)cc1
68	50	O=S(=O)(Nc1ccc2c(c1)OCCO2)c1cccc2nonc12
69	56	Nn1c(SCC(=O)NCc2ccc(F)cc2)nncc1=O
70	58	COC(=O)c1ccccc1NC(=O)c1ccc(-c2ccccc2Cl)o1
71	64	O=C(c1ccc2c(=O)nc3c(-c4ccccc4)n[nH]n3c2c1)N1CCN(c2ccccn2)CC1
72	63	CCOCCn1c(=NC(=O)c2ccnn2CC)sc2c(C)cc(C)cc21
73	56	O=C(Nc1nccn(-c2ccc(Br)cc2)c1=O)c1ccncc1
74	54	O=C(CSc1nnc2n1CCN2c1ccc(F)cc1)NC1CCCC1
75	54&56	O=C(Cc1ccccc1)NNC(=S)Nc1ccccc1
76	58	CCOc1ccc(N=Cc2ccc(N(C)CCC#N)cc2)cc1
77	57	O=C(O)c1cncc(Cl)c1
78	48	O=C(NCC(c1cccs1)N1CCc2ccccc21)c1ccccc1[N+](=O)[O-] (stereo unspecified)
79	56	O/N=C\c1c(-c2ccc(Cl)cc2)[nH]c2ccccc12
80	65	Cc1cccnc1NC(=O)Cn1cnc(-c2ccccc2)cc1=O
81	67	CS(=O)(=O)N1CCCC1C(=O)Nc1nc2c(Cl)ccc(Cl)c2s1 (stereo unspecified)
82	53	CCN1CCN(Cc2c(O)ccc3c(-c4cc5ccccc5oc4=O)cc(=O)oc23)CC1
83	131	Cn1c(SCC(=O)Nc2cccc(C#N)c2)nc2cc(-c3ccccc3)sc2c1=O
84	53	CC(C(=O)Nc1ccc(F)c(Cl)c1)N1C(=O)c2ccccc2S1(=O)=O (stereo unspecified)
85	69	CSc1cccc(C(=O)Nc2nnc(Cc3cccs3)o2)c1
86	140	O=C(Cn1cnc2c(sc3cccc(F)c32)c1=O)Nc1ccc2c(c1)OCCO2
87	69	COC(=O)C1=C(C)N=C2SC=C(OC(C)=O)N2C1c1ccc(OC)cc1 (stereo unspecified)
88	65	CCOC(=O)c1c(NC(=O)c2nnn(-c3ccccc3)c2C)sc(C)c1C
89	60	CC1(C)C2CCC13CS(=O)(=O)N1OC13C2 (stereo unspecified)
90	52	CCOC(=O)C/C(=N\Nc1ccsc1C(=O)OC)C(F)(F)F

Quoted at random: 2 records from the list.
entry	RMI FANCM FP	Molecule
82	53	CCN1CCN(Cc2c(O)ccc3c(-c4cc5ccccc5oc4=O)cc(=O)oc23)CC1
62	66	CS(=O)(=O)N1CCCC(C(=O)Nc2nc3c(s2)CCCC3)C1 (stereo unspecified)

More records:
entry	RMI FANCM FP	Molecule
91	67	CN1CCc2cc(C(CNC(=O)C(=O)Nc3ccccc3F)N(C)C)ccc21 (stereo unspecified)
92	52	O=S(=O)(c1cc(C(F)(F)F)cc(C(F)(F)F)c1)N1CCSCC1
93	54	O=c1ccc(-c2cccs2)nn1CCNS(=O)(=O)CCc1ccccc1
94	64	Clc1ccc(CSc2nc(Nc3ccccc3)c3cnn(-c4ccccc4)c3n2)cc1
95	71&55	CN1CCCc2cc(C(CNC(=O)C(=O)Nc3ccc4c(c3)OCCO4)N3CCCCC3)ccc21 (stereo unspecified)
96	67	CS(=O)(=O)c1ccccc1-c1nnc(N)o1
97	83	Cc1ccc(CNC(=O)C2CCN(c3nccn4nc(-c5ccc(Cl)cc5)cc34)CC2)cc1
98	53	CCOC(=O)c1csc(N/N=C\c2ccccc2Cl)n1
99	62	O=C(Cc1cc(-c2cccs2)on1)Nc1nccs1
100	49	NC(N)=NC(N)=Nc1ccccc1Oc1ccc(Cl)cc1Cl
101	85	Cc1cccc(-n2c(SCC#N)nc3c(-c4ccccc4)c[nH]c3c2=O)c1
102	52	O=C(Nc1ccc(C(F)(F)F)cc1)C(=O)N1CCN(c2cccc(Cl)c2)CC1
103	52	COc1cccc(-n2c(SCC(=O)Nc3nc4ccc(C)cc4s3)nc3c(c2=O)SCC3)c1
104	68	O=C(CCCN1C(=O)/C(=C/c2ccc3c(c2)OCO3)SC1=S)N(CCO)Cc1ccccc1
105	67	COc1ccc(C2=NN(C(=O)CSc3nnc(CNC(=O)c4cccc(C)c4)n3-c3ccccc3)C(c3cccc(OC)c3OC)C2)cc1 (stereo unspecified)
106	60	O=C(CCS(=O)(=O)c1ccccc1)Nc1ccc(Cl)cc1
107	54	CC(=O)c1ccc(NCN2C(=O)/C(=C\N(C)C)NC2=S)cc1
108	60	CC1=C(C(=O)Nn2cnc3cccc(F)c3c2=N)Sc2ccccc2N1
109	57	Cc1ccn2c(C(=O)N/N=C\c3ccc(OCc4ccccc4)cc3)c(C)nc2c1
110	71	CCc1cc(=O)[nH]c(-n2ncc(C(=O)O)c2C)n1
111	62	O=C(c1ccc(F)c(F)c1)N1CCCC(c2nnc(-c3ccc4c(c3)OCO4)o2)C1 (stereo unspecified)
112	55	CCc1cccc(-n2ccn(Cc3ccccc3F)c(=O)c2=O)c1
113	81&75	O=C(CCCS(=O)(=O)Cc1ccccc1)Nc1ccc(-c2nc3ccccc3[nH]2)cc1
114	54	CCOC(=O)C(=O)NCC(c1cccs1)S(=O)(=O)c1ccc(F)cc1 (stereo unspecified)
115	60	COc1cccc(NC(=O)CSc2nc(CC(=O)NCc3ccccc3)cc(=O)[nH]2)c1
116	59	Cn1c(NC(=O)Cc2ccccc2)cc(=O)n(C)c1=O
117	54	COc1ccccc1NC(=O)C1=C(O)c2ccccc2N(Cc2ccc(Cl)cc2)S1(=O)=O
118	59	Cc1ccc(NC(=O)c2cc(C)n(C)n2)c(C(=O)c2ccccc2)c1
119	66	CCCC(=O)Nc1ccc(S(=O)(=O)NCCOc2cccc(C(F)(F)F)c2)cc1
120	62	CCCc1cc(=O)n(CC(=O)Nc2cccc(C)c2C)cn1
121	56	Brc1ccc2c(c1)c1ccccc1n2CN1CCCCC1
122	57	COc1nn(C)cc1C(=O)Nc1cc(C)on1
123	62	O=C(NCc1cccnc1)C1CCCN(c2ccc(-c3ccc(F)cc3)nn2)C1 (stereo unspecified)
124	67	Cc1ccc(C)c(NC(=O)Cn2c(=O)n(-c3ccc(CC(=O)NC4CC4)cc3)c(=O)c3ccccc32)c1
125	56	Cn1[nH]c(C(F)(F)F)c(/C=N\Nc2ccc([N+](=O)[O-])cc2)c1=O
126	64	O=C(O)/C=C1/SC(=O)N(c2ccc(F)cc2)C1=O

Look-ups from above:
RMI FANCM FP with COc1nn(C)cc1C(=O)Nc1cc(C)on1 → 57
RMI FANCM FP with Cc1ccc(C)c(NC(=O)Cn2c(=O)n(-c3ccc(CC(=O)NC4CC4)cc3)c(=O)c3ccccc32)c1 → 67

This is a subset, so the mix of outcomes need not match the whole.
